hIAP inh: human IAP inhibitors, primary screen, biochemical, luminescence, uHTS | Intestinal-type alkaline phosphatase (Homo sapiens), P09923 | purified IAP, CDP-Star luminescence, 30 min | inhibition, % at 10 µM | hit rate 0.12% among 330,000 | AID 2544, 2010;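 active = inhibition reaching a set limit with compound at 10 µM in the primary screen, cut at about 35% in these data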;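 also: plate controls were DMSO wells with enzyme for no effect and no-enzyme buffer wells for full effect; values of inactives mirror those of a sister screen read the other way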
Target sequence (P09923 whole entry, looked up): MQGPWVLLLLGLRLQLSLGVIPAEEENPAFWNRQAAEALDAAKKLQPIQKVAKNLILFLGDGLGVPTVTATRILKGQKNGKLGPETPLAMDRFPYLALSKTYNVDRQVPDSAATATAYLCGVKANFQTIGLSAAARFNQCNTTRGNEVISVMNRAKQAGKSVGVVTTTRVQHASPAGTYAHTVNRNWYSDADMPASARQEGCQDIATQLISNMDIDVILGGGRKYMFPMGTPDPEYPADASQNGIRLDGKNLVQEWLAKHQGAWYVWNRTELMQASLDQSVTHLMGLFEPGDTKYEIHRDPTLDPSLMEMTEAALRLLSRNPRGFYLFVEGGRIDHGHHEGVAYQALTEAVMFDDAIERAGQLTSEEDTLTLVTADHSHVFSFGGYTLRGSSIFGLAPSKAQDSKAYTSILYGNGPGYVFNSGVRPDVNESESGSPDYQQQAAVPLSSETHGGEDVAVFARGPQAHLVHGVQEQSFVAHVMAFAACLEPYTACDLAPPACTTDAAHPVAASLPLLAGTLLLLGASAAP
mIAP act: activators of mouse IAP, primary screen, biochemical, luminescence, uHTS. muIAP, CDP-Star luminescence, 30 min; stronger effect = higher value; 1 = vehicle-only enzyme signal, 0 = enzyme-free wells. intestinal alkaline phosphatase [Mus musculus]. hit rate 0.24% among 330,000. AID 2805, 2010. activation factor at 10 µM;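 active = activation factor of at least 2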; also: the source names both 10 and 20 µM as test concentration; values of inactives mirror those of a sister screen read the other way
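System: mouse IAP enzyme. Reagent: CDP-Star chemiluminescent phosphatase substrate. Benchmarks: DMSO wells, no-enzyme wells. Times: 30 min enzyme-substrate-compound incubation at room temperature. Detection: luminescence from enzymatic CDP-Star hydrolysis. Doses: test compounds delivered from DMSO solution.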
APOBEC3G inh: APOBEC3G DNA deaminase inhibitors, primary screen, biochemical, fluorescence, single-stranded DNA substrate, uHTS. DNA dC->dU-editing enzyme APOBEC-3G (Homo sapiens), Q9HC16. recombinant A3G, ssDNA deamination FAM/TAMRA fluorescence. inhibition, % at 20 µM. hit rate 0.28% among 330,000;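 active = inhibition of at least 40% at 20 µM, with no more than 30% in the related APOBEC3A deaminase screen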;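 also: plate controls were DMSO wells with A3G for no effect and wells lacking A3G enzyme for full effect; some compounds called inactive have numbers as strong as hits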
Target sequence (Q9HC16 whole entry, looked up): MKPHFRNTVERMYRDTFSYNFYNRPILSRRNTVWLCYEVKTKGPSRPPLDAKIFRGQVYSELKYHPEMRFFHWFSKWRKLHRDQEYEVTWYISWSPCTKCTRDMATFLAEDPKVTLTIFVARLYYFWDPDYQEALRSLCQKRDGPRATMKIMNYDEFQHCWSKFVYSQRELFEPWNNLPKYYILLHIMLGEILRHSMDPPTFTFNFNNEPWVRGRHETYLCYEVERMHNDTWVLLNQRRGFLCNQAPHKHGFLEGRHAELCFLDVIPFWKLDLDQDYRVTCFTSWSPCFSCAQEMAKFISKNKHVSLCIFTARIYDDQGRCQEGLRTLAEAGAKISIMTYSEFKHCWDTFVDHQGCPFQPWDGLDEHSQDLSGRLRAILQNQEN
A3A deaminase: APOBEC3A ssDNA deaminase inhibitors, primary screen, selectivity assay for APOBEC3G inhibitor project, biochemical, FAM/TAMRA oligo cleavage fluorescence; DNA dC->dU-editing enzyme APOBEC-3A (Homo sapiens), P31941; recombinant A3A, FAM/TAMRA ssDNA deamination fluorescence; inhibition, % at 20 µM; hit rate 0.41% among 330,000;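 active = at least 40% inhibition at 20 µM here, with at most 30% in a related deaminase screen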;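 also: plate controls were A3A with DMSO for no effect and wells lacking A3A enzyme for full effect; some results filed as inactive read as strong as hits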
beta cell repl: inducers of MIN6 beta-cell proliferation, primary screen, ATP luminescence, uHTS. MIN6 cells proliferation, ATPlite luminescence, 48 h; cells starved in 0.2% serum; 100% = growth in 10% serum. proliferation, % at 10 µM. hit rate 0.29% among 330,000. AID 2380, 2010;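 active = compounds whose signal lies at least 3.5 SD above the mean of all wells on their plate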;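 also: 0% = DMSO-treated cells in low-serum medium and 100% = 10% serum control; some compounds called inactive have numbers as strong as hits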
hIAP act: human IAP activators, primary screen, biochemical, luminescence, uHTS; hit rate 0.16% among 330,000; purified human IAP, CDP-Star luminescence, 30 min; stronger effect = higher value; 1 = vehicle-only enzyme, 0 = enzyme-free background; Intestinal-type alkaline phosphatase (Homo sapiens), P09923; AID 2524, 2010; activation factor at 10 µM;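 active = activation factor of the enzyme at least 2-fold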; also: the source names both 10 and 20 µM as test concentration; values of inactives mirror those of a sister screen read the other way
MPTP inh: mitochondrial permeability transition pore inhibitors, primary screen, biochemical, isolated mouse mitochondria, absorbance; Ca2+ swelling absorbance, 30 min; inhibition, % at 10 µM; hit rate 1.4% among 360,000; AID 602449, 2012;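 active = inhibition of 50% or more, scaled per plate between neutral and stimulator controls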;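 also: 0% = DMSO wells given calcium and 100% = 1 mM EGTA wells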
ATG4B inhibitor: ATG4B protease inhibitors, primary screen, biochemical, fluorescence, uHTS | Cysteine protease ATG4B (Homo sapiens), Q9Y4P1 | inhibition, % at 8.33 µM | ATG4B cleavage of LC3-PLA2, NBD-HPC fluorescence, 1 h | hit rate 0.51% among 340,000; in the data active = inhibition above about 40%
mIAP inh: inhibitors of mouse IAP, primary screen, biochemical, luminescence, uHTS; AID 2806, 2010; intestinal alkaline phosphatase [Mus musculus]; purified mouse IAP, CDP-Star luminescence, 30 min; inhibition, % at 10 µM; hit rate 0.2% among 330,000;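 active = inhibition of at least 40% at 10 µM in the primary screen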;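 also: plate controls were DMSO with enzyme for no effect and no enzyme wells for full effect; values of inactives mirror those of a sister screen read the other way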
Active calls of the source: *; . = no result given. Rows were taken by chance. About 3.3% of those tested had a hit in this group.

SMILES | hIAP inh | mIAP act | APOBEC3G inh | A3A deaminase | beta cell repl | hIAP act | MPTP inh | ATG4B inhibitor | mIAP inh
Cc1ccc(S(=O)(=O)N2CCCCC2)cc1C(=O)OCC(=O)NC(=O)NC12CC3CC(CC(C3)C1)C2 | 8 | 0.88 | -6 | 0 | -3 | 0.92 | 3.3 | -9 | 12
CCCS(=O)(=O)N1CCC(C(=O)NCCCN(C)Cc2ccccc2)CC1 | -10 | 1 | -7 | -4 | -1 | 1.1 | -0.4 | 0 | -1
CCc1nc2sc(C(C)=O)c(N)c2c2c1CCCC2 | -12 | 1.2 | 2 | -1 | 4 | 1.1 | 3.6 | -4 | -17
Cc1cc(C)cc(NC(=O)c2cc(C)n(Cc3cccs3)c2C)c1 | 8 | 0.96 | -12 | -1 | -6 | 0.92 | 3.3 | -1 | 4
Oc1[nH]c2ccccc2c1N=Nc1ncnc2c1oc1ccccc12 | -36 | 0.91 | -4 | 3 | -6 | 1.4 | . | . | 9
CN(C)S(=O)(=O)c1cccc(NC(=O)CN2C(=O)NC3(CCc4ccccc4C3)C2=O)c1 (configuration not stated) | -9 | 1.1 | -1 | 4 | 0 | 1.1 | 1.0 | -8 | -10
Cc1ccc(C)c(OCc2cc(C(=O)N(C)Cc3ccccn3)no2)c1 | 8 | 1 | 4 | -2 | -2 | 0.92 | 1.1 | 21 | -1
CCOC(=O)c1ccc(COC(=O)CNC(=O)CNC(=O)Cc2ccccc2)cc1 | -15 | 0.94 | -5 | 0 | -5 | 1.2 | -2.9 | -5 | 6
Cc1ccc(-n2ncc3c(=O)n(-c4ccc(C)c(C)c4)c(-c4ccco4)nc32)cc1 | -10 | 0.95 | -3 | 2 | -6 | 1.1 | 3.4 | -6 | 5
CC(=O)c1ccc(OCCOc2ccc(Cl)c3cccnc23)cc1 | 14 | 1.1 | 13 | -2 | 0 | 0.86 | -0.2 | 7 | -6
O=C1CCNCCN1[C@H](CO)Cc1ccccc1 | 7 | 1.1 | -7 | 2 | 4 | 0.93 | -1.7 | -6 | -8
CCCNC(=O)[C@H](C)NC(=O)c1ccc(Br)cc1 | -2 | 1.1 | -9 | -3 | -2 | 1 | 0.3 | -1 | -10
COC(=O)c1ccc(NC(=O)CCCN2C(=O)NC(C)(C)C2=O)cc1 | 6 | 1 | -12 | 1 | 0 | 0.94 | -1.6 | 7 | -4
CCN(C(=O)COC(=O)CNS(=O)(=O)c1ccc(SC)c([N+](=O)[O-])c1)C1CCCCC1 | -3 | 0.98 | 1 | 19 | -7 | 1 | 0.5 | -6 | 2
O=C(CN1CCN(CC(=O)Nc2ccccc2Cl)CC1)Nc1ccc2c(c1)OCCO2 | -1 | 1 | -8 | -4 | -2 | 1 | 0.1 | 4 | -4
Cc1cccc(NC(=O)C2CCN(S(=O)(=O)c3cccc4nsnc34)CC2)n1 | -12 | 1 | -2 | -1 | 0 | 1.1 | -0.9 | -16 | -5
CC(=O)Oc1c(C(C)C)cc(N(C(C)=O)c2ccccc2)cc1C(C)C | -2 | 1 | -12 | -4 | -2 | 1 | 2.9 | -12 | -2
Cc1cccc(C(=O)NCC(=O)OCC(=O)N(C)CC(=O)Nc2ccc(F)cc2)c1 | 4 | 0.91 | -3 | 19 | 4 | 0.96 | -0.6 | 7 | 9
CCCNC(=O)C(Cc1ccccc1C)NC(=O)c1ccc(C#N)cc1 (configuration not stated) | 0 | 0.96 | -6 | 4 | 2 | 0.99 | -0.8 | -1 | 4
CCOc1ccc(CCNC(=O)c2cc(-c3ccccc3)c(N3CCOCC3)s2)cc1 | -20 | 3.2* | -6 | -5 | -4 | 1.2 | 1.3 | 6 | -222
Cc1ccc(CN2CC(C(=O)Nc3nnc(SCc4c(Cl)cccc4Cl)s3)CC2=O)cc1 (configuration not stated) | -13 | 0.98 | 1 | 8 | 0 | 1.1 | -0.8 | 29 | 2
CC(C)COP(=O)(c1ccc(N(C)C)cc1)C(O)c1ccc(N(C)C)cc1 (configuration not stated) | -3 | 1.1 | -5 | -4 | 0 | 1 | 1.1 | -2 | -6
CSCCC(NC(=O)COc1ccccc1)C(=O)N1CC(C)CC(C)C1 (configuration not stated) | 8 | 1 | -6 | -3 | 0 | 0.92 | 0.5 | 6 | 0
COc1ccc(C2N3CC4(C)CN2CC(C)(C3)C4O)cc1OC (configuration not stated) | -6 | 0.65 | -4 | -1 | -2 | 1.1 | -1.0 | -9 | 35
COC(=O)c1cn(NC(=O)C2CCC(C)CC2)c(=O)c2ccccc12 (configuration not stated) | -12 | 0.95 | -2 | 0 | 5 | 1.1 | 2.1 | -9 | 5
CC(C)C(=O)Nc1ccc(C(=O)NNC(=S)NC(=O)c2cccs2)cc1 | 10 | 0.81 | -3 | 8 | 0 | 0.9 | -0.6 | -14 | 19
O=C(c1ccc2nc(Cc3cccc(Cl)c3)oc2c1)N1CCOCC1 | 1 | 1 | 7 | -1 | -1 | 0.99 | -1.3 | -4 | 0
O=S(=O)(c1ccccc1)N1c2cc(Cl)ccc2Oc2nc3ccccc3nc21 | -7 | 0.69 | -7 | -12 | -5 | 1.1 | 2.2 | 18 | 31
O=C(COc1ccc(Cl)cc1Cl)Nc1nc2n(n1)C(c1ccccc1)CC(=O)N2 (configuration not stated) | -67 | 0.94 | 4 | 7 | -1 | 1.7 | 1.3 | -26 | 6
Cc1cc(C)c(NC(=O)CN2C(=O)NC3(CCCCC3)C2=O)c(C)c1 | 12 | 1 | -5 | -1 | 1 | 0.89 | 3.5 | 6 | -2
CC(=O)Cc1nsc(NC(=O)c2ccc(-c3cc(Cl)ccc3Cl)o2)n1 | -10 | 0.86 | -2 | -3 | -1 | 1.1 | 31 | 1 | 14
Cc1ccc(S(=O)(=O)N(CC(=O)Nc2cccnc2)c2ccc(Br)cc2)cc1 | -26 | 1.1 | -9 | 1 | -1 | 1.3 | 2.7 | -1 | -8
Brc1ccc2ncnc(NCc3ccccc3)c2c1 | -7 | 1.1 | -2 | -1 | -5 | 1.1 | 59* | 0 | -10
Cc1ccc(-n2c(C)cc(-c3csc(N)n3)c2C)cc1 | -1 | 0.64 | -2 | 3 | -3 | 1 | -0.3 | 27 | 36
CCOc1ccc(-n2c(SCC(=O)NC(C)CC)nc3n[nH]c(C)c3c2=N)cc1 (configuration not stated) | -20 | 1.2 | -3 | -1 | -4 | 1.2 | -0.9 | -12 | -16
CCNC(=S)N(CCc1c(C)[nH]c2ccccc12)Cc1cccnc1 | -8 | 1.1 | 2 | 0 | -3 | 1.1 | 0.4 | -7 | -5
CC1CCN(S(=O)(=O)c2ccc(C(=O)N3CCCC(C(F)(F)F)C3)cc2)CC1 (configuration not stated) | -10 | 1 | -2 | 1 | -2 | 1.1 | -1.3 | 6 | -1
COc1ccc(C2(C)CC(C)(C)Nc3ccccc32)cc1 (configuration not stated) | 14 | 1 | 6 | 16 | -3 | 0.85 | 0.2 | 3 | 0
O=C(NS(=O)(=O)Oc1ccc(Cl)cc1)OC[C@@H]1CCCN2CCCC[C@H]12 | 4 | 1.1 | -5 | -4 | 0 | 0.96 | -0.1 | -5 | -14
COCCCNC(=O)c1ccc(C(=O)NCCCOC)cc1 | -11 | 1.1 | -7 | -4 | -2 | 1.1 | -0.8 | 3 | -6
O=C(CN1CCN(C(=O)c2ccco2)CC1)Nc1cccc(S(=O)(=O)N2CCCC2)c1 | -3 | 0.9 | -5 | -2 | 1 | 1 | 0.5 | -17 | 10
CC(C)c1nc2oc3c(NCCO)ncnc3c2c2c1COC(C)(C)C2 | -6 | 0.92 | -6 | 11 | -1 | 1.1 | -0.7 | -7 | 8
COc1ccc(CN2C(=O)N(c3ccc(OC)cc3)C(=O)C2CC(=O)Nc2ccccc2)cc1 (configuration not stated) | -3 | 0.97 | -2 | -3 | -3 | 1 | -1.6 | -33 | 3
CSc1ncc(Cl)c(C(=O)Nc2cccc3ccccc23)n1 | 1 | 1 | -5 | 0 | -1 | 0.99 | 1.0 | 4 | -2
CC(=O)c1c(C)n([O-])c2cc(C)ccc2[n+]1=O | 1 | 1 | -7 | -3 | 1 | 0.99 | -4.2 | -6 | 0
Cc1cccc(C)c1NC(=O)CNC(=O)c1ccc(N2CCCC2=O)cc1 | 5 | 1 | -4 | -2 | 0 | 0.95 | 0.8 | 1 | -1
CCCn1c(=O)c2ccccc2n2c(SCc3cc(=O)oc4ccc5ccccc5c34)nnc12 | -5 | 0.77 | -6 | 1 | 0 | 1.1 | 0.6 | -5 | 23
O=C(/C=C/Sc1ccccc1)c1ccc(Cl)cc1 | -8 | 0.94 | -6 | -2 | -4 | 1.1 | -0.5 | -5 | 6
CSc1ccc(CN(C)C(=O)COc2ccc(C(=O)c3ccccc3)cc2)cc1 | 6 | 0.97 | 2 | 1 | -2 | 0.94 | 2.4 | 3 | 3
Cc1[nH]c(=O)c(C(=O)c2cc(Cl)ccc2O)cc1C(=O)O | 16 | 1 | -10 | -4 | -1 | 0.84 | -1.9 | 9 | -2
O=C(c1ccco1)N1CCN(C2=NS(=O)(=O)c3ccccc32)CC1 | -6 | 1.1 | -3 | -5 | -1 | 1.1 | -2.5 | -3 | -11
COc1cc(OC)cc(C(=O)N[C@H](C(=O)NC2CCCc3ccccc32)C(C)C)c1 (some centres not stated) | -5 | 1.2 | -2 | -2 | -1 | 1 | 0.8 | 0 | -21
CSC1=C(C#N)C(c2ccc(C)s2)CC(=O)N1 (configuration not stated) | 5 | 1 | -3 | 1 | -2 | 0.95 | -1.4 | 8 | 0
CCc1nnc(NC(=O)c2ccc3ncsc3c2)s1 | -2 | 0.94 | -10 | -1 | -1 | 1 | 1.0 | -2 | 6
COc1ccc(-c2ccc(-c3nc4c(c(=O)[nH]c(=O)n4Cc4ccccc4)n3C)o2)c([N+](=O)[O-])c1 | -2 | 0.84 | -7 | -3 | -5 | 1 | 3.9 | 0 | 16
NCCCC[C@H]1CNC(=O)C(=O)N1CCc1cccc2ccccc12 | 8 | 1 | -6 | -2 | 2 | 0.92 | -2.5 | -7 | -3
